From PubChem BioAssay
Exocytosis inh: LAMP-1 surface exposure blockers, TALL-104 cells – cell-based, flow cytometry, MLPCN library, primary screen; TALL-104 LAMP-1 surface exposure; cells stimulated with thapsigargin and PMA; inhibition, % at 10 µM; hit rate 0.66% among 360,000;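 active = inhibition above about 55%, limit read from the data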
aDG glyco act: activators of alpha-DG glycosylation, primary screen, uHTS, Pro5-aDG cells, AlphaScreen; alpha-DG glycosylation AlphaScreen (IIH6); 0% Pro5, 100% B10-LARGE cell signal; activation, % at 10 µM; hit rate 0.22% among 360,000; AID 624168, 2012;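 active = activation of at least 8% versus controls, or a plate z-score of at least 8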;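 note: Pro5 are CHO cells carrying HIG-tagged alpha-DG that lacks glycosylation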
N-glyco inh: increase of ERlucT glycosylation luciferase signal, primary screen, N-linked glycosylation inhibitor project, D54 ERlucT cells, luminescence, set 2. reporter increase, % at 12.5 µM. hit rate 0.23% among 360,000. D54 ERlucT glycosylation luciferase reporter, 24 h; percent of 100 nM tunicamycin response;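 active = mean luciferase reporter signal, scaled so untreated is 0 and the glycosylation-blocking control 100, at or above a set limit in every replicate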;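 note: luciferase carries N-glycosylation sites so blocking glycosylation raises the light; 0% = median of neutral control wells and 100% = median of 100 nM tunicamycin wells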
ABHD5-PLIN5 inh: ABHD5-PLIN5 interaction inhibitors, primary screen, cell lysate, split luciferase complementation, luminescence; Perilipin-5 (Homo sapiens) + 1-acylglycerol-3-phosphate O-acyltransferase ABHD5 (Homo …; Split G. princeps luciferase complementation, 4 h; inhibition, % at 4 µM; hit rate 0.78% among 360,000;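 active = inhibition above the mean inhibition across every tested compound plus 3 SD, cut at about 22% in these data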;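 note: 0% = DMSO only wells and the 100% control is not disclosed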
ABCB6 inh 2: ABCB6 transporter inhibitors, primary screen, K562-ABCB6 cells, flow cytometry, MLPCN library; hit rate 0.19% among 360,000; K562-ABCB6 porphyrin accumulation, 1 h; active compounds read low; fluorescence ratio to DMSO, % at 10 µM; AID 602162, 2011; ATP-binding cassette sub-family B member 6 (Homo sapiens), Q9NP58;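 active = fluorescence ratio to DMSO below 75%, the collection mean minus 3 SD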;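 note: signal is porphyrin accumulated inside mitochondria; 100% equals median channel fluorescence of DMSO control wells; lower ratio means ABCB6 inhibition with less porphyrin fluorescence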
Target sequence (Q9NP58 whole entry, looked up): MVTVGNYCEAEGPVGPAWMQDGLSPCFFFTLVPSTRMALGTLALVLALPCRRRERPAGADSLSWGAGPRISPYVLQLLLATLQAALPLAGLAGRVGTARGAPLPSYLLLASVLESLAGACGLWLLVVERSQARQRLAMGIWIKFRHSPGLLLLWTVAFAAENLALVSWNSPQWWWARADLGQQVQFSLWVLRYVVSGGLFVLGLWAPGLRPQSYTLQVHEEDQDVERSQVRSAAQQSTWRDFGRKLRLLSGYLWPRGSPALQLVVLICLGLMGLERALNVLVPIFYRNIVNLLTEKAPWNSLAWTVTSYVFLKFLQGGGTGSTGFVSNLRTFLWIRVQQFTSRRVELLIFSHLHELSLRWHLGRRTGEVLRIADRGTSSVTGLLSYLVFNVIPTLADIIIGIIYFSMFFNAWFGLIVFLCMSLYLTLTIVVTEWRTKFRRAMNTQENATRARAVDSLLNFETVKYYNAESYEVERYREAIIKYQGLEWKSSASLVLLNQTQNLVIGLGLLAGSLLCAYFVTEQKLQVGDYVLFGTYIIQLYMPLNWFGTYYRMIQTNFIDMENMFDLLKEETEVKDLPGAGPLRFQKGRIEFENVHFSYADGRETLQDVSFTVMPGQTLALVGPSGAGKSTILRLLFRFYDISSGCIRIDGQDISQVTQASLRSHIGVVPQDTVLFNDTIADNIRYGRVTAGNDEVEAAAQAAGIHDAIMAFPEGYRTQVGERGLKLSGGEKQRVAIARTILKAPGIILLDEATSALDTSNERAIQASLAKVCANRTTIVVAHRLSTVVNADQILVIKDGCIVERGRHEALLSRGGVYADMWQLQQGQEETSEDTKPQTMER
MC4R barr agon: MC4R agonists recruiting beta-arrestin, primary screen, cell-based, luminescence, agonist arm of biased-ligand search. Melanocortin receptor 4 (Homo sapiens), P32245. U2OS MC4R beta-arrestin complementation; percent of melanotan II response, DMSO zero. activation, % at 8.9 µM. hit rate 0.98% among 360,000. AID 540308, 2011;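 active = activation above a per-plate cutoff, the mean activation of sample wells on that plate plus 3 SD, cut at about 8% in these data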
hiPSC survival: enhancers of single-cell hiPSC survival, primary screen, ATPlite luminescence | survival enhancement, % at 20 µM | 100% = ROCK inhibitor wells, 0% = DMSO | AID 602274, 2012 | hit rate 0.044% among 360,000; in the data active = survival enhancement above about 18%;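 note: cells exposed to compounds for 16 hours before the ATP read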
MC4R antagonist: MC4R antagonists of cAMP signaling, primary screen, cell-based, TR-FRET, antagonist arm of biased-ligand search; Melanocortin receptor 4 (Homo sapiens), P32245; MC4R-expressing cells, MTII-stimulated cAMP, LANCE TR-FRET; inhibition, % at 6.5 µM; hit rate 0.48% among 360,000; AID 540295, 2011;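 active = inhibition above its plate's cutoff, the mean of tested wells on that plate plus 3 SD, cut at about 29% in these data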;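 note: 0% = Melanotan II alone and 100% = Melanotan II plus saturating MCL0020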
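Assay system: human MC4R-expressing U2OS cells; reagent: Melanotan II stimulation of cells; dosing: 6.5 µM single dose; timing: compound 30 min, challenge 1 h, detection 1 h; signal: TR-FRET cAMP assay; replicates: one well per compound, no replicates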
HTR2A ag: mouse Htr2a agonists via beta-arrestin recruitment, primary screen, cell-based, luminescence; 5-hydroxytryptamine receptor 2A (Mus musculus), P35363; CHO-K1 mHTR2A beta-arrestin complementation; percent of 30 µM serotonin response; activation, % at 7.6 µM; hit rate 0.66% among 360,000; AID 624169, 2012;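 active = activation above a run cutoff, the mean activation of all tested compounds plus 3 SD, cut at about 14% in these data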;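 note: 0% = plate median of compound wells and 100% = 30 µM serotonin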
Cardio protect: cardioprotection against H2O2-induced cell death, primary screen, uHTS, H9c2 cells, ATPLite luminescence; hit rate 0.63% among 360,000; H9c2 cardiomyocytes, H2O2 injury protection, 2 h; protection from H2O2 cell death, % at 20 µM; AID 588492, 2011;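 active = compounds giving at least 50% protection of heart cells from peroxide-induced death in the single-dose screen, raw or plate-pattern-corrected value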;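 note: 0% = DMSO wells with peroxide and 100% = DMSO wells without peroxide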
Active calls of the source: *; x = not tested or not shown.

SMILES	Exocytosis inh	aDG glyco act	N-glyco inh	ABHD5-PLIN5 inh	ABCB6 inh 2	MC4R barr agon	hiPSC survival	MC4R antagonist	HTR2A ag	Cardio protect
O=C(O)c1cc2cc(Cl)ccc2[nH]1	-1	2.4	0	-6	101	0.0	-0.4	7	-4	11
COc1cc2nc(C3CCC3)n(NC(=O)COc3ccccc3)c(=O)c2cc1OC	4	0.0	3	10	95	0.2	1.4	0	-1	-2
Cc1cccc(/N=C/c2nc(-c3ccccc3Br)oc2O)n1	-2	-0.3	0	3	92	-1.8	0.9	2	1	4
COc1ccc(C(=O)NNC(=O)CN2CCC(n3nnc4cc(F)ccc43)CC2)cc1	8	-0.1	3	5	99	0.7	1.5	-6	0	-2
CCOc1ccc(CCNC(=O)COC(=O)C2CCN(c3ccc(C(F)(F)F)cn3)CC2)cc1OCC	40	0.0	4	6	101	-1.4	-0.2	7	11	-4
O=C(c1cccc(Cl)c1)N1CCN(Cc2ccccc2F)CC1	2	-0.3	-4	3	91	-0.7	-1.6	2	8	-3
O=C(Nc1ccc2c(c1)OCO2)C1CCCN1C(=O)Nc1cccc(F)c1 (stereo not drawn)	-1	0.2	4	1	87	-1.8	3.4	-2	1	4
CC1(C)CC(=O)C2=C(C1)N1CCCCC1CC2=O (stereo not drawn)	-6	0.1	-1	8	104	-1.9	-1.7	1	4	2
COc1cc(CN2C[C@@H](CO)O[C@@H](n3cnc4c(N5CCN(C)CC5)ncnc43)C2)cc(OC)c1OC	25	0.0	0	2	100	-1.3	3.0	4	-3	6
CS(=O)(=O)N(CC(=O)N/N=C/c1ccccc1C(=O)O)c1cccc(Cl)c1Cl	1	0.5	3	6	99	1.4	3.0	17	-4	7
COc1ccc(COCCN2CCN(S(=O)(=O)c3ccccc3)CCC2=O)cc1	25	0.0	1	7	91	-2.4	-1.3	-1	0	8
CC1=C(C(=O)N2CCOCC2)CC(CC(=O)NCC2CCCCC2)C(=O)N1CCCN1CCCC1=O (stereo not drawn)	-1	-0.1	-1	3	97	-2.4	0.5	1	0	-8
COC(=O)c1ccc(-c2ccc(OC)c([C@H]3[C@H]4C=CC[C@@H](C)[C@@H]4C(=O)N3Cc3ccccc3)c2)cc1	5	0.7	-2	3	96	-1.1	-1.8	1	-3	-8
CSCC(C)N1CCC(n2nccc2NC(=O)c2ccc3c(c2)OCO3)CC1 (stereo not drawn)	-9	-0.1	-1	8	95	2.4	-0.5	-1	8	-4
CC1Cc2ccccc2N1C(=O)CSCC(=O)O (stereo not drawn)	-1	0.0	2	2	98	1.2	5.4	2	2	9
COc1ccc(S(=O)(=O)N2CCN(c3nc(-c4cccnc4)nc4ccccc34)CC2)cc1	9	0.0	-1	9	100	-1.1	-2.9	8	1	15
O=C(NCCc1ccccn1)c1cncc(Br)c1	2	0.0	3	10	90	0.5	-0.7	15	10	1
O=C(COC(=O)CCN1C(=O)C2CC=CCC2C1=O)Nc1ccc(Cl)cc1F (stereo not drawn)	-3	-0.1	5	10	91	-0.3	0.2	7	-4	-3
COc1cccc(Oc2ccc(N/C=C/C(=O)C(C)(C)C)cc2)c1	-1	-0.2	0	3	96	0.4	-1.5	-9	5	-13
CCCNc1nc(=S)n(-c2ccccc2)c(C)c1C(C)=O	-2	-0.4	-2	-4	91	-1.5	4.2	4	-1	-2
Cc1sc2nc(CN3CCCC3)nc(N3CCN(C(=O)c4ccco4)CC3)c2c1C	3	0.2	-4	9	97	-0.9	3.5	-1	1	8
Cc1ccnc(NC(=O)CCC(=O)N(CC(=O)NCCc2ccccc2)Cc2ccco2)c1	5	0.2	2	-5	94	-1.6	0.5	6	-2	15
CC1=C(CC/C(C)=N/NC(N)=S)C(C)(C)CCC1	15	0.0	3	-8	102	-0.3	-3.2	3	1	-8
Cc1cc(C(=O)COC(=O)c2ccc(O)cc2)c(C)n1CCc1ccc(F)cc1	2	0.6	0	-1	97	0.0	0.2	10	1	-5

Reformatted in CSV form: part of the list above
Structure,Exocytosis inh,aDG glyco act,N-glyco inh,ABHD5-PLIN5 inh,ABCB6 inh 2,MC4R barr agon,hiPSC survival,MC4R antagonist,HTR2A ag,Cardio protect
COc1ccc(S(=O)(=O)N2CCN(c3nc(-c4cccnc4)nc4ccccc34)CC2)cc1,9,0.0,-1,9,100,-1.1,-2.9,8,1,15
O=C(NCCc1ccccn1)c1cncc(Br)c1,2,0.0,3,10,90,0.5,-0.7,15,10,1

Next part.
SMILES	Exocytosis inh	aDG glyco act	N-glyco inh	ABHD5-PLIN5 inh	ABCB6 inh 2	MC4R barr agon	hiPSC survival	MC4R antagonist	HTR2A ag	Cardio protect
COCC(C)OC(=O)c1c(N)n(CC(C)C)c2nc3ccccc3nc12 (stereo not drawn)	-2	3.6	3	-24	103	-0.3	0.2	-4	-6	-7
COc1ccccc1CN1CC(C(=O)NCc2cc(F)ccc2C)CCC1=O (stereo not drawn)	1	0.2	2	-4	101	-2.1	-0.5	-6	11	7
CC1CCN(c2nnc(-c3cccs3)c3ccccc23)CC1	-2	0.0	-1	-5	100	-0.7	-3.4	14	-2	-21
O=C(CSc1nnc(CNC(=O)c2ccco2)o1)Nc1ccccc1C(F)(F)F	-16	0.0	2	-7	97	-2.0	-0.1	5	0	1
COc1ccc(OC)c(CCNC(=O)C(C)n2nc(C)c3c(C)n(-c4ccc(C)cc4)nc3c2=O)c1 (stereo not drawn)	11	0.3	-1	-3	88	-2.1	-0.4	-4	10	-5
CCOC(=O)C1(Cc2ccccc2)C(=O)Nc2ccccc21 (stereo not drawn)	-2	0.3	0	7	100	1.3	-0.4	5	0	-1
COc1cccc(CN(C)C(=O)c2csc3c2CCCC3)c1OC	3	0.0	0	1	102	-2.4	-0.1	-1	-3	-7
CCCCN(C(=O)CSc1ncnc2sccc12)c1c(N)n(Cc2ccccc2)c(=O)[nH]c1=O	0	0.0	2	-2	90	-1.2	0.2	0	-4	14
Cc1ccc(N(CC(=O)NCc2ccncc2)S(C)(=O)=O)cc1	7	-0.3	3	-5	105	-1.1	-1.0	16	-1	4
COc1c(C)cc(C(=O)C2CCCN(C(=O)c3cc(C)nc(C)n3)C2)cc1C (stereo not drawn)	-1	0.8	2	-4	105	-0.8	-1.7	7	2	-1
C=CCN1C(=O)c2ccc(C(=O)N(CCC)CC(=O)Nc3ccccc3C)cc2C1=O	-2	-0.2	-2	3	101	-0.1	0.1	7	2	0
Cc1cc(C)c(NC(=O)CSc2nc3[nH]ncc3c(=O)[nH]2)c(C)c1	18	-0.4	2	-9	101	-1.9	-1.8	-1	-2	-4
Cc1ccc2nc3c(cc(C(N)=S)c(=N)n3CCCOC(C)C)c(=O)n2c1	14	0.3	37*	-3	110	0.6	-1.4	-8	-4	28
O=C(Nc1nc(COc2ccccc2)cs1)c1ccccc1F	6	0.0	-4	-6	97	-3.0	1.2	3	-3	-4
CCCCn1c(SCC(=O)OCC)nnc1-c1ccoc1C	-2	-0.1	-1	0	94	-0.5	-0.9	7	-2	-2
COC(=O)C[C@H]1C[C@H]2c3cc(NC(=O)Nc4ccc(F)cc4)ccc3O[C@H]2[C@@H](CO)O1	-9	-0.3	-5	6	98	0.5	-2.3	1	4	8
O=C(c1cc(C2CC2)on1)N1CCOCC1	10	-0.2	0	3	101	-0.2	-1.6	17	6	2
Cc1ccc(C(=O)NCC(=O)OCC(=O)N2CCCc3ccccc32)cc1	-8	0.0	5	-2	98	1.4	0.7	8	-1	-2
Cc1ccc(C(=O)NNc2ncnc3c2cnn3C)cc1	4	-0.1	0	1	97	-2.9	0.3	-6	-1	-1
c1ccc2c(c1)CCCN2Cc1nnnn1C1CCCC1	1	-0.1	1	-4	116	0.0	1.6	4	0	0
CCOc1nc(N2CCOCC2)nc(C)c1[N+](=O)[O-]	-1	0.0	-1	-4	98	-1.5	-2.9	-6	0	1
CC(C)(C)NC(=O)c1cc(-c2ccc3c(c2)OCO3)nc2ccccc12	0	-0.1	4	-2	99	-1.2	-0.6	4	4	4
CCCCCC1CC(CC(=O)Nc2ccc([N+](=O)[O-])cc2)OC1=O (stereo not drawn)	0	0.0	0	5	96	-0.9	-0.6	5	-3	-3
COCCCNC(=O)CCCC(=O)NCCCOC	1	0.1	1	6	103	2.7	1.5	1	5	-1
CC(N=Cc1ccccc1O)c1ccccc1 (stereo not drawn)	-1	-0.4	3	-6	95	-1.1	2.0	6	-1	0
Cc1nccn1C[C@@H]1CCc2c(c3ccccc3n2C)C1=O	0	0.0	6	-4	99	1.3	9.0	13	-5	15
Nn1c(SCC(=O)Nc2nccs2)nnc1-c1ccccn1	-3	0.0	3	0	92	-3.0	-0.3	-5	3	1
Cc1cccc(-c2nnc(SCC(=O)NCc3ccc4c(c3)OCO4)n2C)c1	1	0.1	1	0	106	0.7	0.9	2	6	6
CC(=O)c1cccc(-c2ccc3c(c2)C(C)(Cc2ccccc2C#N)C(=O)N3)c1 (stereo not drawn)	-5	-0.2	6	-3	99	0.2	1.6	2	-1	-4
COCC(=O)NC1CCN(CC(=O)Nc2ccc(OC)cc2[N+](=O)[O-])CC1	1	0.3	1	0	97	-0.2	-0.3	18	11	-2
COC(=O)[C@@]1(Sc2ccc(C)cc2)CC(=O)N(C(=O)CCc2ccccc2)[C@@H]1c1ccccc1	-10	-0.1	x	-4	94	x	-0.3	x	-3	x
CCCc1cc(=O)[nH]c(SCC(=O)N2C(C)CCCC2C)n1 (stereo not drawn)	13	0.1	-1	-55	96	-0.3	-0.7	0	-2	0
C[C@H](CO)N1C[C@H](C)[C@@H](CN(C)C(=O)CCC(F)(F)F)OCc2cnnn2CCCC1=O	0	-0.3	4	-5	99	2.4	-0.9	16	-2	-2
COC(=O)CCSCC(=O)Nc1nnc(C)s1	-2	-0.2	4	3	98	-0.8	0.8	1	2	19
Cc1cc2c(n1-c1ccc(C(N)=O)cc1)CC(C)(C)CC2=O	-1	-0.1	-2	1	99	0.4	3.2	22	-2	4
COC(=O)c1nc(N)sc1-c1ccc(OC)cc1	0	0.3	2	7	95	1.4	-0.9	-1	-1	2
O=C(O)CN1CCN(C(c2ccccc2)c2ccccc2)CC1	1	0.0	3	-3	96	-0.7	-0.5	15	-5	5
CCCc1ccc(OCCNC(=O)CC)cc1	-4	0.1	1	4	96	-0.5	-1.3	0	-2	0
